# PTHR1 agonist = activates the human parathyroid hormone receptor PTHR1 | hit rate 0.075% among 410,000 | HEK293 GP2 PTHR1 cells, GloSensor cAMP luminescence, 1 h | Q03431 | Potency, µM (doses to about 115 µM), inactives show at the highest dose activation, most hits filed as activators; note: potency is the fitted concentration of half-maximal effect; nearly all actives have a fitted effect of over 55% in size; some results filed as inactive show a strong effect at the top dose; inactives centre near -15; many of its hits are not listed in these tables
#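 HEK-293-derived GP2 cells expressing PTHR1 and a GloSensor cAMP reporter, 3,000/well, plated overnight, given luciferin plus IBMX (each 0.5 mM as added) for 1 h at 37 °C, then compound for 1 h at 37 °C. Luminescence was read after 15 min at room temperature.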
# GLP1R cytotox = cytotoxic in the GLP-1 receptor inverse agonist counter-screen | AID 624418 | hit rate 0.13% among 410,000 | HEK293 cAMP-luciferase reporter cells, luminescence, 24 h | Potency, µM (highest dose often 38.3 µM), for the others: at the highest dose activity change, negative = inhibition, most hits filed as inhibitors;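 note: loss of luciferase light is scored as toxicity; potency is the fitted concentration of half-maximal effect; % is set by controls: 0 for no effect and ±100 for the full control effect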
#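 Seeding density was 200 cells/uL; after overnight-length (12 h) culture, 23 nL compounds went on for 24 h at 37 °C. Readout used a luciferase detection reagent, luminescence taken after 12 min at room temperature.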
# DRD3 agonist = agonists of human D3 dopamine receptor. D3R DiscoveRx beta-arrestin cells, luminescence, 90 min. max activation, %. hit rate 0.58% among 410,000. AID 652048; in the data active = max activation above about 30%; note: 0% is about no effect; mostly tested at two doses, the higher about 12 µM
# Target sequence (P35462 whole entry, looked up): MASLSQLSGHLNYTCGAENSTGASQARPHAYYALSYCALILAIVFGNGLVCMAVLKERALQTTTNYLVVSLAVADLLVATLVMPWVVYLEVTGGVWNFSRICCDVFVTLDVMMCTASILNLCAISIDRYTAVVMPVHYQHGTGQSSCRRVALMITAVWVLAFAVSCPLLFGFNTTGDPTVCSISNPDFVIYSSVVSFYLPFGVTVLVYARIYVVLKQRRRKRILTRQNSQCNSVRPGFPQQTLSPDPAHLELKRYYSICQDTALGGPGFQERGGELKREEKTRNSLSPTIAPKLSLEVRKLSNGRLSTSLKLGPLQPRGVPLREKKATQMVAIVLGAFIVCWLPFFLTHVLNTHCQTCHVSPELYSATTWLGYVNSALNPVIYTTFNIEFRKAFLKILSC
#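 Cells at 1500/well, incubated overnight, then treated with pinned compounds (dopamine as control) for 90 min at 37 degrees C. DiscoveRx reagent added for 30 - 60 minutes at room temperature; luminescence read.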
# TDP-43 yeast inh = rescues yeast growth from TDP-43 toxicity. hit rate 1.8% among 410,000. AID 652104. TDP-43 expressing yeast growth rescue, BacTiter-Glo, 24 h. Potency, µM (series often up to 46.1 µM), without a hit: at the top dose growth rescue (activation), most hits filed as activators; note: potency is the fitted concentration of half-maximal effect; % of control where 0% means no effect; nearly all actives have a fitted effect of over 50% in size
#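 Luminescence from BacTiter-Glo reports growth of TDP-43-expressing yeast after 24 hr at 30 deg C with compound. Cells were raffinose-pregrown to mid-log, then seeded in galactose medium at OD600=0.02.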
# GLP-1R inv ag = inverse agonists of human GLP-1 receptor; hit rate 1.6% among 410,000; HEK293 GLP-1R CRE-luciferase, luminescence, 24 h; GLP-1R form is constitutively active; Potency, µM (titrated, usually from 38.3 µM), without a hit: top-dose activity change, negative = inhibition, most hits filed as inhibitors; note: potency is the fitted concentration of half-maximal effect; % is set by controls: 0 for no effect and ±100 for the full control effect; nearly all actives have a fitted effect of over 55% in size
# Target sequence (P43220 whole entry, looked up): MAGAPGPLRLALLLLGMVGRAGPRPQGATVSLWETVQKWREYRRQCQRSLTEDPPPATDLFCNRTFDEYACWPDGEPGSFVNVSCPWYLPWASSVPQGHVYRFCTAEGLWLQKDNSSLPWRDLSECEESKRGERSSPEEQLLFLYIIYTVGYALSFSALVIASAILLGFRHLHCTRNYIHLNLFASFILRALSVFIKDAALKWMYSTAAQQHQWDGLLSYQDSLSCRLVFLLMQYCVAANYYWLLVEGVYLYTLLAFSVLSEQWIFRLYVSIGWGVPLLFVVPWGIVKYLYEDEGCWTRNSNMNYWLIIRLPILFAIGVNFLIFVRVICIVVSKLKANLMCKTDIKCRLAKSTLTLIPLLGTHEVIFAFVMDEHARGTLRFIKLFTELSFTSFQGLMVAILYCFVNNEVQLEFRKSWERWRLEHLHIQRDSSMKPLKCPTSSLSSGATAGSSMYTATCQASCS
#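 Readout was luciferase luminescence, measured 12 min after detection reagent at room temperature. Beforehand, GLP-1R reporter HEK293 cells had sat 12 h, then received compounds for 24 hr at 37 deg C.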
# KB-V1 MDR tox = KB-V1 MDR subline cytotoxicity; KB-V1 MDR cells viability, CellTiter-Glo, 72 h; Potency, µM (top dose mostly 46.1 µM), without a hit: at the highest dose activity change, negative = cytotoxicity, most hits filed as cytotoxic; hit rate 3.4% among 400,000; AID 1347076; note: potency is the fitted concentration of half-maximal effect; % is set by controls: 0 for no effect and ±100 for the full control effect; nearly all actives have a fitted effect of over 60% in size
#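 Cells of the MDR subline KB-V1 are plated, dosed with compound at multiple concentrations, and incubated 72 h at 37 degrees C; CellTiter-Glo is then added and luminescence read after 10 min.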
# DRD3 antagonist = D3 dopamine receptor (human) antagonism. max response, negative = inhibition, %. hit rate 2.5% among 360,000. D3R cells, DiscoveRx beta-arrestin luminescence, antagonist mode; hits give low values. AID 652054. P35462; in the data active = max response below about -50%; inconclusive = no clear call, values can overlap the other calls; note: % is set by controls: 0 for no effect and ±100 for the full control effect; mostly tested at two doses, the higher about 12 µM
#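 Cells expressing the human receptor were seeded at 1500 cells/well, incubated overnight at 37 degrees C in 5% CO2, then exposed to library compounds with dopamine controls for 90 minutes at 37 degrees C before luminescent detection.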
# GLP-1R agonist = GLP-1 receptor (human) agonism; P43220; HEK293 GLP-1R CRE-luciferase, luminescence, 4-6 h; cells express a hypersensitive GLP-1R form; Potency, µM (titrated, usually from 45.6 µM), for the others: top-dose activation, hits mostly activators; hit rate 0.007% among 380,000; AID 624172; note: potency is the fitted concentration of half-maximal effect; % of control where 0% means no effect
# aSyn yeast inh = inhibitors of alpha-synuclein toxicity in yeast | Yeast expressing alpha-synuclein, growth rescue, BacTiter-Glo, 24 h | Potency, µM (top dose mostly 46.1 µM), inactives show at the top dose growth rescue (activation), hits mostly activators | hit rate 0.14% among 370,000 | AID 652106; note: potency is the fitted concentration of half-maximal effect; % of control where 0% means no effect; nearly all actives have a fitted effect of over 65% in size
#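 Readout is rescue of growth in alpha-synuclein-expressing yeast, so inhibitors of toxicity appear as activators. Growth after 24 hr at 30 deg C in galactose medium is quantified by luminescence.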
# * hit, by the source's call; i = inactive; ? = inconclusive; / = not tested or not shown; & = joins results of further samples; ! = a repeat was not active; [ ] = another dose, or the depositor's remark. Unless noted, calls come from the whole dose curve; as a rule, active = well fitted curve in the direction sought with a large enough effect; inconclusive = small, poorly fitted or top-dose-only effect, or another doubt; inactive = no such curve, though single readings can be large; an effect the other way counts as inactive or inconclusive. This is a subset, so the mix of outcomes need not match the whole.
# Each structure is followed by: PTHR1 agonist	GLP1R cytotox	DRD3 agonist	TDP-43 yeast inh	GLP-1R inv ag	KB-V1 MDR tox	DRD3 antagonist	GLP-1R agonist	aSyn yeast inh
> Cc1ccc(NS(=O)(=O)c2ccc(N/N=C/c3ccncc3)c([N+](=O)[O-])c2)c(C)c1
 : -3%	8%	-4	-21%	10%	0%	-3	3%	-1%
> O=[N+]([O-])c1cc(F)c(N2CCCCC2)cc1N1CCOCC1
 : i	-15%	-4	?	-1%	?	33	11%	1%
> COc1ccc(-c2csc(NC(=O)c3cc(C)on3)c2C#N)cc1OC
 : -6%	-11%	16	-19%	67%[activator]	16µM*	16	22%	-1%
> CCOC(=O)C1=C(CN2CCC(C)CC2)NC(=O)NC1c1ccc(F)cc1 (stereo unspecified)
 : i	-13%	2	9%	?	0%	/	/	/
> CCOC(=O)c1cccc(NC(=O)c2cc(C)nc3c2c(C)nn3-c2ccc(C)cc2)c1
 : -68%[inhibitor]	4%	13	17%	?	-24%	/	/	/
> CCOC(=O)Cn1c2ccccc2c2nc3ccccc3nc21
 : ?	-6%	0	-12%	3%	1%	14	6%	-3%
> O=[N+]([O-])c1ccc(Nc2ccc(N3CCOCC3)cc2)c([N+](=O)[O-])c1
 : i	1%	-7	-16%	3%	-14%	-2	6%	-6%
> CCOc1cc(OCC)cc(C(=O)NCCCN2CCOCC2)c1
 : -24%	-1%	-10	-3%[9.22 µM]	-5%	-25%	-2	2%	-5%
> CN(C)CCCOc1ccc(-c2ccc3nncn3c2)cn1
 : -20%	1%	1	18%	16%	3%	8	-7%	2%
> CCOc1ccc(NC(=O)CCN2C(=O)c3ccccc3C2=O)cc1
 : -16%	8%	-1	21%	-10%	-1%	-1	0%	?
> CCN(C(=O)c1coc(=O)c2ccccc12)c1ccccc1C
 : i	-7%	3	0%	-8%	0%	/	1%	/
> CC1CCCN(c2ccc(C(=O)NCc3ccco3)cc2[N+](=O)[O-])C1 (stereo unspecified)
 : i	0%	-12	14µM*	?	-29%	-23	10%	10%
> CSc1ncnc2c1ncn2CCCN1CCN(Cc2c(C)cc(C)cc2C)CC1
 : -11%	-8%	-8	19%	?	?	-14	14%	8%
> COc1cccc(NC(=O)c2cc3c(-c4ccc(Cl)cc4)nn(C)c3s2)c1
 : -11%	-16%	-25	-11%	-4%	-16%	/	/	/
> COc1cccc(CNc2cccc3cccnc23)c1O
 : 23%[57.5 µM]	1%	0	-17%	5%	-26%	-26	12%	-5%
> O=C(CCC1CCCN(C(=O)Cc2ccc(F)cc2)C1)N1CCN(c2ccccn2)CC1 (stereo unspecified)
 : i	-19%	7	-2%[9.22 µM]	?	16µM*	4	3%	-4%
> CC1CCCN(c2nc3nonc3nc2N2CCCC(C)C2)C1 (stereo unspecified)
 : i	-1%	-2	?	?	-20%	-26	-13%	-14%
> O=C(COC(=O)c1cc2ccccc2cc1O)c1ccccc1
 : i	-4%	-1	10%	10%	?	8	-1%	7%
> Cc1cc(Oc2ccccc2)nc(NCc2ccccc2)n1
 : -41%	0%	2	38%	-6%	21µM*	-8	15%	12%
> CC1CN(CCOCCOc2ccccc2-c2ccccc2)CC(C)O1 (stereo unspecified)
 : i	4%	-20	-3%	-42%	?	-21	-4%	1%
> CSc1cc(-c2ccc(Cl)cc2)[nH]c(=O)c1C#N
 : i	-5%	1	3%	15%	-12%	7	-5%	6%
> N#CC1=C(N)Oc2cc(O)c(Cl)cc2C1c1cccnc1 (stereo unspecified)
 : -2%	290%[activator]	2	-15%	16%	7%	-15	-3%	-7%
> c1ccc(OCc2cc(-c3ccccc3)no2)cc1
 : -17%	-7%	5	-2%[9.22 µM]	?	?	11	2%	-6%
> CC(=O)C(Sc1nc(-c2ccccc2Cl)nc2c1c(=O)n(C)c(=O)n2C)C(=O)N(C)C (stereo unspecified)
 : -8%	-6%	3	18%[9.22 µM]	4%	-2%	/	/	/
> Cc1ccccc1NS(=O)(=O)c1ccc(C(=O)NCC(c2ccco2)N2CCCCC2)cc1 (stereo unspecified)
 : -31%[inhibitor]	-1%	-22	2%	10µM*	0%	-12	-9%	-4%
> CCOc1ccc(/C=N/NC(=O)c2ccc(Cn3cc([N+](=O)[O-])cn3)o2)cc1
 : i	15%	3	5%	-2%	17%	16	15%	0%
> CC1CCN(S(=O)(=O)c2ccc3ncn(CC(=O)N(C)C4CCCCC4)c(=O)c3c2)CC1
 : -16%	1%	4	-20%	15%	44%	6	-1%	3%
> Cc1ccc(NC(=O)c2cc(NC(=O)c3ccco3)ccc2N2CCOCC2)cc1
 : -9%	?	-3	18%	0%	0%	17	13%	-5%
> CCOC(=O)c1c(-c2ccccc2)nc2ccccn12
 : -8%	4%	0	-87%[inhibitor]	0%	-15%	-4	15%	-33%[inhibitor]
> CC(=O)NS(=O)(=O)c1ccc(N=c2ssc3c2-c2ccc(C)cc2NC3(C)C)cc1
 : -97%[inhibitor]	?	-8	-25%	?	17%	-20	0%	6%
> O=C(CSc1nnc(CNc2ccc(F)cc2)o1)N1CCCc2ccccc21
 : i	-8%	-1	?	?	-17%	16	1%	2%
> COC(=O)c1ccccc1NC1OC(=O)c2ccccc21 (stereo unspecified)
 : -2%[57.5 µM]	12%	2	8%	10%	23%	10	-5%	-1%
> COc1ccc(C(=O)NCc2nnc(SCC(=O)Nc3ccccc3)n2-c2ccccc2)cc1
 : i	-12%	-16	9%	-4%	?	/	/	/
> COc1ccccc1NC(=O)Cn1nnc(C(=O)NCc2ccc3c(c2)OCO3)c1N
 : -44%[inhibitor]	-18%&1%	2&7	3%&-5%	-5%&-24%	-12%&4%	11	0%&0%	0%
> CNS(=O)(=O)c1cccc(C(=O)OCC(=O)N(Cc2ccccc2)C(C)(C)C)c1
 : -10%	0%	0	-12%	?	-7%	-6	10%	5%
> COc1ccc(-c2cc(C(=O)NCCCN3CCOCC3)no2)cc1
 : -21%	5%	-29	-5%	0%	-27%	2	6%	-1%
> CN(C(=O)C1=CC(c2ccc3c(c2)OCO3)=NS(=O)(=O)N1C)c1ccccc1
 : 22%	0%	-12	1%	5%	-18%	/	/	/
> CCCCn1c(N)c(N(CC(C)C)C(=O)CC(NC(=O)c2ccccc2Cl)c2ccccc2)c(=O)[nH]c1=O (stereo unspecified)
 : -23%	-6%	-1	26%	?	-15%	-4	-6%	0%
> Cc1ccccc1C(=O)Nc1nnc(-c2ccc(C(C)(C)C)cc2)s1
 : -20%	-8%	2	5%	13%	11%	-8	3%	0%
> Cc1ccn2c(=O)nc(SCC(=O)NCc3ccccc3Cl)nc2c1
 : -29%	-20%	3	1%	-18%	6%	16	0%	-1%
> CC(C)(C)NC(=O)c1sccc1C(=O)O
 : i	7%	-3	-10%	8%	-9%	-12	-7%	-1%
> COCCn1c(-c2ccc(C)cc2)nc2c(c(=O)c3ccccc3n2C)c1=O
 : -6%	13%	-16	3%	3%	?	0	2%	4%
> O=C(O)c1sccc1NC(=O)c1c(Cl)cccc1Cl
 : -15%	4%	-6	-11%	11%	-2%	3	0%	1%
> Cc1cc(C)c(NC(=O)C2CCN(S(=O)(=O)c3c(C)noc3/C=C/c3ccccc3F)CC2)c(C)c1
 : i	1%	3	?	-2%	/	/	/	/
> O=C1CCN(C(=O)/C=C/c2ccccc2)c2ccccc21
 : -8%	1%	6	39%	77%[activator]	3%	9	4%	1%
> CCOC(=O)N1CCN(C(=O)c2c(C)nn(-c3cccc(C)c3)c2-n2cccc2)CC1
 : -59%[inhibitor]	9%	6	21%	11%	0%	/	/	/
> COc1ccc(CCNC(=O)c2csc3c2CCCC3)cc1OC
 : i	-2%	-1	27%	?	-14%	19	11%	1%
> COc1ccc(CNC(=S)N2CCN(S(=O)(=O)c3cccc(F)c3)CC2)cc1
 : -6%	3%	-4	-5%	-6%	-18%	-9	-5%	-6%
> COc1ccc(C(=O)c2sc(Nc3ccccc3)nc2N)cc1
 : -51%&11%[inhibitor]	-14%&-4%	-3&-16	2%&-3%	5%&4%	13µM*!	-29	17%	-3%
> COC(=O)[C@H](CC(C)C)NC(=O)CC[C@H]1O[C@@H](n2cc(C)c(=O)[nH]c2=O)C[C@@H]1O
 : i	6%	1	17%	9%	14%	-7	9%	-2%
> Cc1noc(C)c1COC(=O)c1ccccc1Oc1ccccc1
 : i	-7%	6	4%	?	0%	30	12%	5%
> O=C(Nc1cccc(F)c1)c1cccc(S(=O)(=O)N2CCOCC2)c1
 : i	4%	3	-17%	6%	0%	7	-12%	6%
> CC(=O)/C(=C/Nc1ccc(Oc2ccccc2)cc1)c1ccccc1
 : i	17%	-11	-9%	-9%	?	-24	4%	-3%
> Cc1ccc(NC(=S)/C(C#N)=C2/Nc3ccccc3S2)cc1
 : -19%	?	-2	4%	4µM*	-23%	-1	-2%	-28%
> COc1ccc(-c2ccnc3nc(Sc4ncc(C(F)(F)F)cc4Cl)nn23)cc1
 : i	1%	-17	-19%	?	15µM*	-24	11%	24%
> CCOc1ccc(C2C3=C(Nc4nc(N)[nH]c(=O)c42)c2ccccc2C3=O)cc1 (stereo unspecified)
 : i	-28%	5	-16%	-2%	-1%	10	3%	6%
> Cc1ccsc1C(=O)NCCc1nnc2ccccn12
 : -14%	0%	-8	10%	-1%	-2%	12	-6%	0%
> O=C(Nc1nccs1)c1cc2sccc2n1Cc1ccc(Cl)cc1
 : i	?	-16	10%	2%	-42%	?	6%	10%
> CCn1c(SCC(=O)Nc2c(C#N)cnn2-c2ccccc2)nnc1-c1cccs1
 : -12%	2%	-7	0%	1%	0%	2	0%	6%
